Screening data: PubChem BioAssay, Broad Institute
ARNT TACC3 PPI – disrupts binding between human ARNT and TACC3; inhibition, % at 9.99 µM; 390,000 compounds, 0.66% hits; Q9Y6A5; AlphaScreen His-ARNT PAS-B/GST-TACC3 binding, luminescence; TACC3 fragment carries E629A point mutation;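 active = mean inhibition of replicates at least 50% and at least half of replicates each reaching 50%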;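 also: 0% = complete ARNT plus TACC3 wells and 100% = ARNT alone without TACC3; many hits fall short of the cut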
ERp5 block – ERp5 (human) disulfide isomerase inhibition. ERp5 insulin aggregation, absorbance 650 nm, 90 min. AID 651711. inhibition, % at 9.99 µM. 350,000 compounds, 0.05% hits. Q15084;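 active = mean replicate inhibition above about 25%, with every replicate also reaching it, limit read from the data, passing the limit was not always enough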
E-sel inducer – induces E-selectin expression in human endothelial cells; activation, % at 7.58 µM; P16581; AID 686992; HUVEC E-selectin immunofluorescence imaging; normalized: neutral wells 0, TNF-alpha wells 100; 260,000 compounds, 0.37% hits;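 active = mean E-selectin-positive cell signal at least 10% of the positive control, reached in at least 60% of replicates, without over 20% cell loss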;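 also: in these data hits start at about 27%; measured in HUVEC primary endothelial cells; signal is the percent of cells scored E-selectin positive by PE staining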
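Test system: HUVEC; input: 3,000 HUVEC/well; measured by: immunofluorescence imaging; read-out: % PE-positive cells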
RAD52 inh – RAD52 (human) annealing inhibition | 360,000 compounds, 0.46% hits | P43351 | inhibition, % at 18.7 µM | recombinant RAD52 DNA annealing, FRET fluorescence;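 active = every replicate showing at least 50% inhibition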
Target sequence (P43351 whole entry, looked up): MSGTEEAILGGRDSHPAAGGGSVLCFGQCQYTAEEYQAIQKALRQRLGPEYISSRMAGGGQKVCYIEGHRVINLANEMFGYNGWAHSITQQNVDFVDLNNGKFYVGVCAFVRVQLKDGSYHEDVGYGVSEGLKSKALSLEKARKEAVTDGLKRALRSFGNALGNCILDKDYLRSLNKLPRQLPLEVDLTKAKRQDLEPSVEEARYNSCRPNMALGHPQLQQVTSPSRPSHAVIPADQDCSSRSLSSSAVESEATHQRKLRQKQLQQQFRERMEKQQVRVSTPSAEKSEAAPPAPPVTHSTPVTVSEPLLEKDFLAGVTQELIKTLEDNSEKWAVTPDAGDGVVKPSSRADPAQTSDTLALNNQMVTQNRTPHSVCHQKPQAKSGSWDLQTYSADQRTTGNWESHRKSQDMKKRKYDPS
Casp6 inh – blocks human caspase-6 cleavage activity; purified caspase-6, Z-VEID-R110 cleavage fluorescence; inhibition, % at 12.5 µM; 350,000 compounds, 0.53% hits; AID 686996;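 active = mean inhibition across replicates at least about 35%, with every replicate also reaching that limit, limit read from the data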;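 also: 0% = median of neutral control wells and 100% = no fluorescence left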
Target sequence (P55212 24-179 limits assumed): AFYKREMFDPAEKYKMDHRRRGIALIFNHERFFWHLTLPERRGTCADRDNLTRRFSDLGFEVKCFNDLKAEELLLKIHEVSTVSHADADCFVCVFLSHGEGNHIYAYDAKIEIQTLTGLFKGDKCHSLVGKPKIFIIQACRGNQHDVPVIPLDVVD
Target sequence (P55212 194-293 limits assumed): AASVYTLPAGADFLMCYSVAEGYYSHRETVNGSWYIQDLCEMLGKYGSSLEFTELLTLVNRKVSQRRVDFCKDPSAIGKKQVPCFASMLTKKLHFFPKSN
PglD inh – inhibitors of Campylobacter jejuni PglD acetyltransferase. purified PglD enzyme, DTNB colorimetric CoA detection. inhibition, % at 12.5 µM. 360,000 compounds, 0.098% hits. AID 602405; in the data active = inhibition above about 16%, passing the limit was not always enough; also: strong numbers were not always called active
esBAF inh – SWI/SNF esBAF complex inhibition. mouse ES cells, Bmi1-luciferase knock-in reporter, 24 h; 100% = twice the neutral-well signal. reporter increase, % at 12.5 µM. 350,000 compounds, 2% hits. AID 602393; in the data active = activation above about 40%;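 also: 0% = median of the plate's neutral control wells and 100% = double that signal; a rise in the Bmi1 reporter signal indicates esBAF inhibition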
RAD54 branch – inhibitors of human RAD54 branch migration. Q92698. RAD54 Holliday junction branch migration, FAM/BHQ fluorescence. inhibition, % at 10.4 µM. 360,000 compounds, 0.14% hits. AID 602329;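 active = mean normalized replicate activity at least 40 and at least half of replicates scoring 40 or more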;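 also: 0% = median of neutral control wells and 100% = median of positive control wells; inhibitors cause a drop in the FAM fluorescence signal; in these data hits start at about 50%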
Active calls of the source: *.

CCCCn1c(N)c(N(CC(C)C)C(=O)c2cc(-c3ccncc3)nc3ccccc23)c(=O)[nH]c1=O was read as ARNT TACC3 PPI 2, ERp5 block -2, E-sel inducer -0.1, RAD52 inh -26, Casp6 inh 3, PglD inh 3 and RAD54 branch 13.
O=C(C[C@@H]1CC[C@H](NC(=O)C2CC2)[C@H](CO)O1)NC1CCC1 was read as ARNT TACC3 PPI 4, ERp5 block 3, E-sel inducer -0.5, RAD52 inh -5, Casp6 inh 0, PglD inh -3, esBAF inh -4 and RAD54 branch 4.
`CNCCC(Oc1ccc(C(F)(F)F)cc1)c1ccccc1` (centres undefined) gave ARNT TACC3 PPI 2, ERp5 block 1, E-sel inducer 0.3, RAD52 inh 6, PglD inh -5, esBAF inh -8 and RAD54 branch 14.
`CC(=O)N[C@@H]1CC[C@H](CCNC(=O)Nc2ccc(C(F)(F)F)cc2)O[C@@H]1CO` gave ARNT TACC3 PPI -4, ERp5 block 6, E-sel inducer -0.1, RAD52 inh -5, Casp6 inh -196, PglD inh 0, esBAF inh 2 and RAD54 branch -1.
For Cc1ccc(S(=O)(=O)N2CC[C@@H]3[C@H]2c2cc(-c4ccc(C#N)cc4)ccc2N(C)[C@H]3CO)cc1 the results were ARNT TACC3 PPI -10, ERp5 block 5, E-sel inducer -0.1, RAD52 inh -15, Casp6 inh 1, PglD inh 3, esBAF inh 3 and RAD54 branch 10.
CCN1C(=O)C2(C(C#N)=C(N)Oc3cc(C)oc(=O)c32)c2ccccc21 (centres undefined) was read as ARNT TACC3 PPI 12, PglD inh -6, esBAF inh -7 and RAD54 branch -8.
CCn1c(CC(=O)Nc2ccccc2)n[nH]c1=S was read as ARNT TACC3 PPI -4, ERp5 block 2, RAD52 inh -5, Casp6 inh -354, PglD inh -2, esBAF inh -4 and RAD54 branch 0.
Screening CC1CCCCN1CCNC(=O)c1ccc2c(c1)N(Cc1ccccc1)C(=O)c1ccccc1S2(=O)=O (centres undefined) returned ARNT TACC3 PPI 9, ERp5 block 1, RAD52 inh -7, Casp6 inh 0, PglD inh 0, esBAF inh -2 and RAD54 branch -1.
CC12C=CC(=O)C=C1CCC1C2CCC2(C)C(C(=O)CO)CCC12 (centres undefined) was read as ARNT TACC3 PPI -5, ERp5 block 7, E-sel inducer 0.5, RAD52 inh -14, Casp6 inh 7 and esBAF inh 3.
COc1ccc(S(=O)(=O)N[C@@H]2CC[C@@H](CCNC(=O)c3ccccc3F)O[C@H]2CO)cc1 was read as ARNT TACC3 PPI 15, ERp5 block 1, E-sel inducer 1.1, RAD52 inh -5, Casp6 inh 1, PglD inh 19, esBAF inh 8 and RAD54 branch -2.

A run of entries from the list above, as a working copy:
CCCCn1c(N)c(N(CC(C)C)C(=O)c2cc(-c3ccncc3)nc3ccccc23)c(=O)[nH]c1=O was read as ARNT TACC3 PPI 2, ERp5 block -2, E-sel inducer -0.1, RAD52 inh -26, Casp6 inh 3, PglD inh 3 and RAD54 branch 13.
O=C(C[C@@H]1CC[C@H](NC(=O)C2CC2)[C@H](CO)O1)NC1CCC1 was read as ARNT TACC3 PPI 4, ERp5 block 3, E-sel inducer -0.5, RAD52 inh -5, Casp6 inh 0, PglD inh -3, esBAF inh -4 and RAD54 branch 4.

Later entries:
CCOCCCNC(=O)CCCn1nc(C)n2c(cc3sccc32)c1=O was read as ARNT TACC3 PPI -1, ERp5 block 2, E-sel inducer 0.6, RAD52 inh -4, Casp6 inh 0, PglD inh 0, esBAF inh -4 and RAD54 branch 7.
For CC1(C)C(=O)Nc2ccccc2N1C(=O)COc1ncnc2c(Cl)cc(Cl)cc12 the results were ARNT TACC3 PPI -22, PglD inh -1, esBAF inh 4 and RAD54 branch -4.
For COc1ccc(Cl)cc1NC(=O)COC(=O)C(CC(C)C)N1C(=O)C2CC=CCC2C1=O (centres undefined) the results were ARNT TACC3 PPI 2, ERp5 block 4, E-sel inducer 4.4, RAD52 inh -17 and Casp6 inh 3.
Screening O=S(=O)(c1ccc(SCc2c(F)cccc2Cl)nc1)N1CCCC1 returned ERp5 block 6, E-sel inducer 0.0, RAD52 inh -14, Casp6 inh -3, PglD inh -2, esBAF inh -4 and RAD54 branch 4.
O=C(Nc1ccc(C(=O)N2CCC(O)(c3ccc(Cl)c(C(F)(F)F)c3)CC2)cc1)c1ccc(Br)o1 was read as ARNT TACC3 PPI -1, ERp5 block 0, E-sel inducer -0.1, RAD52 inh -17, Casp6 inh 2, PglD inh 4, esBAF inh 7 and RAD54 branch -6.
For C[C@H]1CN([C@@H](C)CO)C(=O)Cc2cc(NS(=O)(=O)c3ccc(Cl)cc3)ccc2O[C@@H]1CN(C)S(C)(=O)=O the results were ARNT TACC3 PPI -7, ERp5 block 1, E-sel inducer -14, RAD52 inh -1, Casp6 inh -1, PglD inh -1, esBAF inh -8 and RAD54 branch -5.
For CCNC(=O)C[C@@H]1CC[C@H](NS(=O)(=O)c2ccc(C)cc2)[C@@H](CO)O1 the results were ARNT TACC3 PPI -1, ERp5 block -2, E-sel inducer -0.1, RAD52 inh -5, Casp6 inh -1, PglD inh 1, esBAF inh 1 and RAD54 branch -4.
For CC1Cc2nc(SCC(=O)N3CCCC3)n(C)c(=O)c2S1 (centres undefined) the results were ARNT TACC3 PPI 4, ERp5 block -1, RAD52 inh 0, Casp6 inh 1, PglD inh -7, esBAF inh -4 and RAD54 branch 3.
`CCOc1cc(N2CCOCC2)c(OCC)cc1NC(=O)CSc1ccccc1C(=O)O` gave ARNT TACC3 PPI 25, ERp5 block -3, RAD52 inh -10, Casp6 inh 22, PglD inh 1, esBAF inh 6 and RAD54 branch -2.
For CC1CCN(S(=O)(=O)c2cccc(C(N)=O)c2)CC1 the results were ARNT TACC3 PPI -2, ERp5 block -5, RAD52 inh -7, Casp6 inh 4, PglD inh -3, esBAF inh -4 and RAD54 branch 3.
C/C(=N/NC(=O)CN1CCN(Cc2ccccc2Cl)CC1)c1ccncc1 was read as ARNT TACC3 PPI -1, ERp5 block 13, E-sel inducer -0.4, RAD52 inh -13 and Casp6 inh 1.
Screening C=Cn1ccnc1P(=S)(c1ccc2c(c1)c1ccccc1n2CC)c1nccn1C=C returned ARNT TACC3 PPI 3, PglD inh -5, esBAF inh 2 and RAD54 branch 3.
For C[C@@H](NC(=O)[C@H]1N[C@H]2c3ccc(-c4cccnc4)c(=O)n3C[C@H]2[C@@H]1CO)c1ccccc1 the results were ARNT TACC3 PPI 5, ERp5 block -9, E-sel inducer -0.2, RAD52 inh -5, Casp6 inh -1, PglD inh 1, esBAF inh -3 and RAD54 branch -7.
`CN1CCN(CC(=O)c2ccccc2F)CC1` gave ARNT TACC3 PPI -3, ERp5 block 2, E-sel inducer 0.0, RAD52 inh -16, Casp6 inh -5, PglD inh 5, esBAF inh 0 and RAD54 branch -5.
`Cc1oc(-c2ccccc2Cl)nc1CS(=O)CC(=O)NCCc1ccccc1` (centres undefined) gave ARNT TACC3 PPI 1, ERp5 block 0, RAD52 inh -10, Casp6 inh 5, PglD inh 2, esBAF inh 8 and RAD54 branch 1.
For Nc1ncnc2nc(SCC(=O)Nc3ccccc3F)[nH]c12 the results were ARNT TACC3 PPI 3, ERp5 block -1, RAD52 inh -6, Casp6 inh -1 and esBAF inh -5.
`S=c1nc2ccccc2c2nc(-c3ccccc3Br)[nH]n12` gave ARNT TACC3 PPI -8, ERp5 block 2, E-sel inducer 0.0, RAD52 inh -23, Casp6 inh 2, PglD inh -2, esBAF inh 7 and RAD54 branch -3.
COC(=O)N/N=C/c1cccnc1 was read as ARNT TACC3 PPI -26, PglD inh 1, esBAF inh -12 and RAD54 branch 9.
For COc1ccc(C(=O)N/N=C(\C)Cn2cnc([N+](=O)[O-])n2)cc1 the results were ARNT TACC3 PPI -1, ERp5 block 6, E-sel inducer 2.2, RAD52 inh -10, Casp6 inh 2, PglD inh 2, esBAF inh 26 and RAD54 branch 7.
Screening COc1ccc(NC(=O)Nc2cccc3c2O[C@@H](CN(C)S(=O)(=O)c2ccc(Cl)cc2)[C@@H](C)CN([C@@H](C)CO)C3=O)cc1 returned ARNT TACC3 PPI 0, ERp5 block 6, E-sel inducer 0.1, RAD52 inh -20, Casp6 inh -2, PglD inh 2, esBAF inh 13 and RAD54 branch 6.

A draw from above in order of molar mass, smallest number first:
COC(=O)N/N=C/c1cccnc1 was read as ARNT TACC3 PPI -26, PglD inh 1, esBAF inh -12 and RAD54 branch 9.
For C[C@@H](NC(=O)[C@H]1N[C@H]2c3ccc(-c4cccnc4)c(=O)n3C[C@H]2[C@@H]1CO)c1ccccc1 the results were ARNT TACC3 PPI 5, ERp5 block -9, E-sel inducer -0.2, RAD52 inh -5, Casp6 inh -1, PglD inh 1, esBAF inh -3 and RAD54 branch -7.
Screening C=Cn1ccnc1P(=S)(c1ccc2c(c1)c1ccccc1n2CC)c1nccn1C=C returned ARNT TACC3 PPI 3, PglD inh -5, esBAF inh 2 and RAD54 branch 3.
Screening COc1ccc(NC(=O)Nc2cccc3c2O[C@@H](CN(C)S(=O)(=O)c2ccc(Cl)cc2)[C@@H](C)CN([C@@H](C)CO)C3=O)cc1 returned ARNT TACC3 PPI 0, ERp5 block 6, E-sel inducer 0.1, RAD52 inh -20, Casp6 inh -2, PglD inh 2, esBAF inh 13 and RAD54 branch 6.

More records:
CC(C)(CO)CN1CCC(n2nccc2NC(=O)C2CCCC2)CC1 was read as ARNT TACC3 PPI 4, ERp5 block 0, RAD52 inh -8, Casp6 inh -1, PglD inh 1 and RAD54 branch -20.
For CCC(=O)N1[C@H](CO)[C@@H](c2ccc(-c3cccc(F)c3)cc2)[C@@H]1CN(C)C(C)=O the results were ARNT TACC3 PPI -6, ERp5 block 2, E-sel inducer 0.5, RAD52 inh 7, Casp6 inh -1, PglD inh -6, esBAF inh -6 and RAD54 branch -1.
For COc1cc2ncnc(NCc3ccco3)c2cc1OC the results were ARNT TACC3 PPI 4, ERp5 block 1, RAD52 inh -10 and Casp6 inh 1.
`CCOC(=O)C1CCN(C(=O)C2CCN(S(=O)(=O)c3cc(Cl)ccc3Cl)CC2)CC1` gave ARNT TACC3 PPI 0, PglD inh -13, esBAF inh 0 and RAD54 branch 0.
Screening COc1cccc(C2c3[nH]c4ccccc4c3C[C@H]3C(=O)N(CCCO)CC(=O)N23)c1OC (some centres undefined) returned ARNT TACC3 PPI -9, ERp5 block 1, RAD52 inh -11, Casp6 inh 0, PglD inh -4, esBAF inh -1 and RAD54 branch -12.
For CCOC(=O)C1=C[C@@H](C(C)(C)C)N(S(=O)(=O)c2ccc(C)cc2)[C@H]1c1ccc(Cl)c(Cl)c1 the results were ERp5 block 1, E-sel inducer -1.5, RAD52 inh 3, Casp6 inh 0, PglD inh -1, esBAF inh -3 and RAD54 branch -5.
For CCCNC(=O)N(C)C[C@H]1Oc2ncc(C#CCC3CCCC3)cc2C(=O)N([C@@H](C)CO)C[C@@H]1C the results were ARNT TACC3 PPI -4, ERp5 block -7, E-sel inducer 0.3, RAD52 inh 4, Casp6 inh 1, PglD inh 0, esBAF inh 3 and RAD54 branch 2.
Screening C=CCN(CC=C)C(=O)C1CC(=O)N(c2ccc(Br)cc2)C1 (centres undefined) returned ARNT TACC3 PPI -1, PglD inh 0, esBAF inh -4 and RAD54 branch 2.
`COC(=O)c1c(-c2snnc2C)n[nH]c1C` gave ARNT TACC3 PPI 32, ERp5 block 6, RAD52 inh -3, Casp6 inh -2 and esBAF inh 3.
